Assay outcomes deposited in PubChem by NCI.
mlh1 rad18: NCI yeast anticancer drug screen, S. cerevisiae mlh1 rad18 strain; growth inhibition, % at 50 µM; AID 175; 79,000 compounds, 11% hits;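 note: 0% = growth of vehicle-only cultures of the same strain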
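Yeast w/ defined DNA-repair lesions; compound exposure; growth vs vehicle controls → % inhibition.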
rad50: NCI yeast anticancer drug screen, S. cerevisiae rad50 strain; growth inhibition, % at 50 µM; 79,000 compounds, 10% hits; AID 155;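 note: 0% = growth of vehicle-only cultures of the same strain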
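Readout: growth inhibition relative to vehicle-treated cultures. Compound exposure was carried out in a genetically defined yeast strain deficient in DNA damage repair.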
mec2-1: NCI yeast anticancer drug screen, S. cerevisiae mec2-1 strain; 79,000 compounds, 9% hits; % growth inhibition at 50 µM;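 note: 0% = growth of vehicle-only cultures of the same strain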
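Test agents were screened against the mec2-1 yeast strain, with defined DNA repair or cell cycle alteration. Growth was scored as inhibition against vehicle-only controls.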
cln2 rad14: NCI yeast anticancer drug screen, S. cerevisiae cln2 rad14 strain | % growth inhibition at 50 µM | 78,000 compounds, 8.3% hits | AID 165;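 note: 0% = growth of vehicle-only cultures of the same strain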
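Compounds are applied to the cln2 rad14 yeast strain, and growth is then compared with that of vehicle-treated cultures to give inhibition.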
sgs1 mgt1: NCI yeast anticancer drug screen, S. cerevisiae sgs1 mgt1 strain. 78,000 compounds, 10% hits. growth inhibition, % at 50 µM;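 note: 0% = growth of vehicle-only cultures of the same strain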
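Test agents were incubated with a DNA-repair-mutant yeast strain. Growth was then read and compared against vehicle-treated controls.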
bub3: NCI yeast anticancer drug screen, S. cerevisiae bub3 mutant strain; % growth inhibition at 50 µM; 78,000 compounds, 9.9% hits;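 note: 0% = growth of vehicle-only cultures of the same strain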
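Steps: expose the mutant yeast strain to compound; grow alongside vehicle-treated cultures; measure growth; express inhibition against the vehicle cultures.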
Starred values were filed as active, the others as inactive; . = not tested or not shown; & = joins results of further samples. Cut-off read from the data, not from the text of the source: active = growth inhibition above about 70%; inactive = the rest.

canonical_smiles	rad50	mec2-1	cln2 rad14	sgs1 mgt1	bub3	mlh1 rad18
CCCCCCCCC/C=C1\CCC(CN2CCOCC2)C1=O (stereo not drawn)	89*	93*	90*	90*	89*	88*
CCOC(=O)C1=C(N)N(S(=O)(=O)c2ccc(C)cc2)CCC(C(=O)OC)=C1	30	32	-3	82*	26	56
O=C1NC(N2CCOCC2)=N/C1=C\c1ccccc1O	-1	-26	-9	-8	16	81*
CCOC(=O)Nc1nc2c([N+](=O)[O-])c(Br)n(C)c2s1	-14	-20	8	-2	-7	-3
O=c1c(Cl)c(N2CCOCC2)cnn1-c1ccccc1	14	4	5	13	18	7
O=[N+]([O-])c1ccc(/C(=C/c2ccc(Cl)cc2Cl)S(=O)(=O)C(Cl)Cl)o1	98*	99*	99*	99*	98*	98*
c1ccc(-c2nc3n(n2)CCC(c2ccccc2)S3)cc1 (stereo not drawn)	-8	-18	4	-16	6	-9
O=C(/C=C\c1ccc(Cl)cc1)c1ccccc1	-23	-34	-6	15	13	2
Cc1cc2c(C(C)C)c(O)c(O)c(C=Nc3cc(C(F)(F)F)ccc3Cl)c2c(O)c1-c1c(C)cc2c(C(C)C)c(O)c(O)c(C=Nc3cc(C(F)(F)F)ccc3Cl)c2c1O	17	68	11	66	28	67
COc1ccc(CCNC(=O)C(=O)c2c[nH]c3ccccc23)cc1OC	13	19	14	22	10	25
Cc1sc2c(c1C)C(=O)c1cccn1-2	5	-28	-3	-22	-14	-1
Cc1cccc(NC(=O)CC(=O)N2N=C(N(CCC#N)c3ccc(Cl)cc3)CC2c2ccccc2)c1 (stereo not drawn)	18	2	15	-17	9	-4
CCCCOB=O	37	-14	17	8	0	20
N/N=C1/CCN2CCCc3cccc1c32	11	3	-27	1	-19	10
O=C(O)CC(CS(=O)O)C(=O)O (stereo not drawn)	-10	-11	1	-13	1	-4
Cc1cc([N+](=O)[O-])ccc1NC(=O)OCc1ccccc1	6	9	20	12	17	-8
Nc1cc(=O)n(C2OC(CO)C(O)C2O)cn1 (stereo not drawn)	7	-8	-39	0	-19	8
O=C(Nc1ccccc1)OCC1CCCO1 (stereo not drawn)	38	6	3	11	3	-6
CC1C(C(=O)NCCc2ccccc2)CC2CCCCN21 (stereo not drawn)	32	24	23	51	29	35
Fc1cccc(F)c1C1SCc2nc3cc(Cl)c(Cl)cc3n21 (stereo not drawn)	-7	-16	3	-12	-12	-12

For reference, some entries already given:
canonical_smiles	rad50	mec2-1	cln2 rad14	sgs1 mgt1	bub3	mlh1 rad18
O=C1NC(N2CCOCC2)=N/C1=C\c1ccccc1O	-1	-26	-9	-8	16	81*
CCOC(=O)Nc1nc2c([N+](=O)[O-])c(Br)n(C)c2s1	-14	-20	8	-2	-7	-3
O=c1c(Cl)c(N2CCOCC2)cnn1-c1ccccc1	14	4	5	13	18	7
O=[N+]([O-])c1ccc(/C(=C/c2ccc(Cl)cc2Cl)S(=O)(=O)C(Cl)Cl)o1	98*	99*	99*	99*	98*	98*
c1ccc(-c2nc3n(n2)CCC(c2ccccc2)S3)cc1 (stereo not drawn)	-8	-18	4	-16	6	-9
O=C(/C=C\c1ccc(Cl)cc1)c1ccccc1	-23	-34	-6	15	13	2
Cc1cc2c(C(C)C)c(O)c(O)c(C=Nc3cc(C(F)(F)F)ccc3Cl)c2c(O)c1-c1c(C)cc2c(C(C)C)c(O)c(O)c(C=Nc3cc(C(F)(F)F)ccc3Cl)c2c1O	17	68	11	66	28	67
COc1ccc(CCNC(=O)C(=O)c2c[nH]c3ccccc23)cc1OC	13	19	14	22	10	25
Cc1sc2c(c1C)C(=O)c1cccn1-2	5	-28	-3	-22	-14	-1
Cc1cccc(NC(=O)CC(=O)N2N=C(N(CCC#N)c3ccc(Cl)cc3)CC2c2ccccc2)c1 (stereo not drawn)	18	2	15	-17	9	-4
CCCCOB=O	37	-14	17	8	0	20
N/N=C1/CCN2CCCc3cccc1c32	11	3	-27	1	-19	10
O=C(O)CC(CS(=O)O)C(=O)O (stereo not drawn)	-10	-11	1	-13	1	-4
Cc1cc([N+](=O)[O-])ccc1NC(=O)OCc1ccccc1	6	9	20	12	17	-8
Nc1cc(=O)n(C2OC(CO)C(O)C2O)cn1 (stereo not drawn)	7	-8	-39	0	-19	8
O=C(Nc1ccccc1)OCC1CCCO1 (stereo not drawn)	38	6	3	11	3	-6
CC1C(C(=O)NCCc2ccccc2)CC2CCCCN21 (stereo not drawn)	32	24	23	51	29	35
Fc1cccc(F)c1C1SCc2nc3cc(Cl)c(Cl)cc3n21 (stereo not drawn)	-7	-16	3	-12	-12	-12

Further records follow:
canonical_smiles	rad50	mec2-1	cln2 rad14	sgs1 mgt1	bub3	mlh1 rad18
CCn1nc(C)c2c1C(=O)NCC(=O)N2	-34	-45	-10	-27	-18	-2
O=C(O)CCC(NC(=O)CCC(NC(=O)OCc1ccccc1)C(=O)OCc1ccccc1)C(=O)OCc1ccccc1 (stereo not drawn)	-13	-32	9	-11	5	-11
O=C1OC(=O)c2c1c(-c1ccccc1)nc1ccccc21	-18	-10	14	-13	-21	-16
O=c1[nH]c2ccccc2nc1/C=C/NC(=S)Nc1ccccc1	-11	-18	6	-20	-1	-2
CC1=NN(c2ccccc2)C(N)C1 (stereo not drawn)	18	18	12	23	25	13
N#CCCNC=O	-7	0	-7	-9	6	-5
O=C(O)CSc1cc(Br)c(Br)cc1C(=O)O	6	-11	10	-1	10	-16
COc1ccc(NC(=O)/C(=C/c2ccccc2)C(C)=O)cc1	98*	98*	98*	98*	98*	98*
CCOC(=O)c1ccc(NC(=S)NC(Cc2ccccc2)c2ccccc2)cc1 (stereo not drawn)	46	24	54	44	31	38
CNCCS(=O)(=O)O	14	-3	-6	2	14	9
Cc1ccc(S(=O)(=O)OC2C(CI)OCOC(CI)C2OS(=O)(=O)c2ccc(C)cc2)cc1 (stereo not drawn)	-1	-7	-20	-6	-22	-15
C=C1CC2(CCC3(CC2)OCCO3)OC1=O	9	3	-16	-7	1	7
NCCCc1nonc1C(=O)O	-15	-39	-4	-4	-7	-13
CC(C)C1CC(N(C)C)=CC(=O)N1 (stereo not drawn)	-42	6	-14	3	11	11
CC(C)(N)c1ccccc1	-3	-1	15	10	-4	3
N#CC1C(=O)NC(=O)C1=O (stereo not drawn)	-10	-6	-13	-33	-30	-40
O=Cc1c2c(cc3c1CC1(C3)Cc3cc4c(c(C=O)c3C1)CCC4)CCC2	-26	-40	4	-26	27	1
Nc1nc(N)[n+]([O-])c(N)c1NCO	-5	3	-51	-40	-14	-25
COC(=O)CSSCc1ccccc1	4	2	-26	4	-28	6
CCOC(=O)C(CC)C(=O)OCC	23	18	15	11	17	30
COC12OCCN(C)C1=CC(=O)C1N=NCC12 (stereo not drawn)	6	1	8	11	0	8
Cc1cccc(Nc2c3c(nc4ccccc24)CCCCC3)c1	90*	28	67	87*	27	93*
O=c1c2cccnc2ncn1CCN1CCCCC1	-19	-8	-30	-7	-26	-16
Cc1cc(O)c(/C=N/C(=S)Nc2cccc(C)c2C)c(=O)o1	-17	-28	-14	-4	-38	-5
COC(=O)c1ccc(OC)cc1	50	3	21	50	69	16
COc1cc(CO)c(CO)cc1OC	-5	-3	-11	-6	4	-9
Cc1ccc(C)c(C(=O)C2CC2)c1	-26	-61	-3	-22	-21	-1
CCOC1CC(C)C=CO1 (stereo not drawn)	-3	-3	-3	4	-1	-13
CN(C)CCC(=O)C(=Cc1ccc(O)cc1)C(=O)CCN(C)C	-35	-38	-4	-2	7	-40
Cc1ccccc1-c1c2ccccc2cc2c1ccc1ccccc12	12	-22	-21	-5	9	0
O=C(/C=C(\C(=O)c1ccccc1)c1ccccc1)c1ccc(-c2ccccc2)cc1	8	-2	-7	-3	-3	-17
COc1ccc2oc(=O)c(-c3csc(C)n3)cc2c1	20	9	4	-8	0	-28
O=C1CCCCC12CCC/C2=N\O (stereo not drawn)	-7	-25	4	-20	-24	-6
CC1(C)CCC(C)(C)c2cc(C(=O)O)ccc21	8	5	5	2	14	5
CC1c2c(cc(=O)n(Cc3ccccc3)c2O)C(=O)N1Cc1ccccc1 (stereo not drawn)	-13	17	5	4	-24	9
Fc1ccc(Cl)c2cccnc12	3	10	-34	-6	4	8
Cc1ccnc(N)c1	9&-13&-10	11&-18&-3	-34&-29&-34	-6&-19&2	-9&7&1	2&16&1
O=C(Nc1cccc(Cl)c1)OCc1ccccn1	38	8	-22	7	-1	22
Fc1cccc(/C=C/c2cnnc3ccccc23)c1	13	-18	14	7	-12	7
C=C(C)C(=O)Oc1ccc(NC(=O)c2ccccc2)ccc1=O	97*	84*	84*	94*	93*	97*

Profiles, looked up by structure.
Cc1cccc(Nc2c3c(nc4ccccc24)CCCCC3)c1 is listed with rad50 = 90*; mec2-1 = 28; cln2 rad14 = 67; sgs1 mgt1 = 87*; bub3 = 27; mlh1 rad18 = 93*
CC(C)(N)c1ccccc1 is listed with rad50 = -3; mec2-1 = -1; cln2 rad14 = 15; sgs1 mgt1 = 10; bub3 = -4; mlh1 rad18 = 3

(further entries)
canonical_smiles	rad50	mec2-1	cln2 rad14	sgs1 mgt1	bub3	mlh1 rad18
Cc1ccc(C2(C)CC/C(=N/N=C3/CCC(C)(c4ccc(C)c(C)c4)c4cc(C)c(C)cc43)c3cc(C)c(C)cc32)cc1C (stereo not drawn)	-17	-14	-41	-28	-11	-12
COC(=O)c1ccc2oc(=O)cc(C)c2c1O	-8	-8	.	.	.	12
Cc1ccccc1C=O	-3	-33	-3	5	0	-1
O=NN(CCF)C(=O)N[C@H]1CCCC[C@H]1O	-16	-19	3	-27	-16	1
O=c1[nH]c(Nc2ccc(Cl)cc2)nc2nc[nH]c12	13	13	5	21	14	-39
C[Si](C)(C)Cn1ccc(=O)[nH]c1=O	-2	3	30	3	-2	4
CN(C=O)NC(=O)Nc1ccccc1	-9	-7	-13	13	10	-7
CC(C)COC(=O)CC(O)C(=O)OCC(C)C (stereo not drawn)	41	17	16	21	-23	-1
CC(=O)c1ccccc1NC(=O)c1ccccc1F	4	9	-1	6	35	11
OC1CCCNC1 (stereo not drawn)	17	-4	18	21	14	30
CNC(=O)NN(C)C=O	-12	46	12	-8	-4	-5
CCN(CC)CCCNC(=O)N/N=C/c1ccc([N+](=O)[O-])o1	-3	-3	-49	14	-14	-10
CC(=O)NC(=O)CC(=O)c1ccccc1	-2	-13	14	-13	-5	-18
CCOC(=O)C(SC(S(=O)(=O)c1ccccc1)S(=O)(=O)c1ccccc1)C(=O)OCC	33	-2	22	21	-2	26
CN(C)C(=S)N=C(Nc1ccccc1)Nc1ccccc1	-7	-3	-28	-1	5	28
CCC(=O)Oc1cc(C)ccc1C(C)(C)C	-18&1	-19&1	-2&-4	-12&1	-13&0	-6&-4
COc1ccc(/C=C/C(=O)c2sc(-n3nc(-c4ccccc4)cc3-c3ccccc3)nc2C)cc1	-15	-4	-5	-36	13	-24
CC1(C)CC(C2=NCCO2)CC(C)(C)N1	-44	-29	-6	-39	15	-31
O=C(Nc1ccc(Cl)c(Cl)c1)N1c2ccccc2Sc2ccccc21	-16	-34	-29	-16	-8	-4
O=C(NC1CCCCC1)c1ccc(Cl)c(Cl)c1	-1	27	13	13	5	6
C[N+](C)(C)c1ccc(C(N)C(=O)O)cc1 (stereo not drawn)	-8	-18	-30	-17	-42	3
Cc1cc(S(=O)(=O)n2cc[nH]c2=O)c(SCCCN(C)C)cc1Cl	8	-1	-1	-7	-2	21
O=C(NCCBr)Nc1ccc2ccccc2c1	0	1	-13	-2	15	7
COC(=O)CCNC(=O)c1ccccc1	4	-2	-6	-5	1	-3
CC(=O)NNc1nc(C)c(C(/C=C/c2ccc([N+](=O)[O-])cc2)=N/N)s1	22	9	17	4	0	-12
O=C(O)c1cc([N+](=O)[O-])ccc1Cl	28	11	21	7	22	34
CNCC(=O)NCCCCCCCCCCNC(=O)CNC	22	10	5	6	-3	0
N#C/C(=C\c1ccccc1F)C(=O)O	-4	-5	-2	-37	-18	10
Cc1csnn1	-13	-18	-1	8	-2	-22
O=C1c2ccccc2-c2cccc3ccc(-c4ccccc4)c1c23	5	2	-3	-10	-7	12
O=c1c2nccnc2nc2n1CCS2	-5	-1	-20	3	3	7
COc1ccc2nc3cc(Cl)ccc3c(Nc3ccc(S(N)(=O)=O)cc3)c2c1	37	-11	-8	-6	-11	-6
Cc1ccc(S(=O)(=O)C(c2ccccc2)C(Br)C(=O)c2ccccc2)cc1 (stereo not drawn)	0	0	7	18	2	-8

Hits appear at their usual frequency (roughly 13% active in at least one column).
